Assay outcomes: PubChem, Sanford-Burnham Center for Chemical Genomics
GRIN3A LBD mod: modulates the human NR3A ligand-binding domain. NR3A LBD differential scanning fluorimetry, Tm shift; 0% = protein alone, 100% = glycine-bound protein. Tm shift relative to glycine control, % at 25 µM. hit rate 2.5% among 340,000. AID 1259313;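 active = melting temperature shift of at least 10% of the positive control shift, at one fixed dose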
tim10-1 inh: inhibits growth of tim10-1 mutant yeast | S. cerevisiae tim10-1 ts strain growth, BacTiter-Glo, 24 h | inhibition, % at 20 µM | hit rate 2.2% among 330,000 | AID 463190;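 active = inhibition of at least 40%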;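 also: mutant grown at 25 °C; 0% = DMSO wells with yeast and 100% = wells holding no yeast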
MPTP inh: blocks calcium-induced mitochondrial swelling; isolated mouse mitochondria, Ca2+ swelling absorbance, 30 min; inhibition, % at 10 µM; hit rate 1.4% among 360,000; AID 602449;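 active = inhibition of 50% or more, scaled per plate between neutral and stimulator controls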;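 also: 0% = DMSO wells given calcium and 100% = 1 mM EGTA wells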
APJ antagonist: antagonists of human APJ apelin receptor. AID 2521. hit rate 0.32% among 330,000. CHO-K1 APJ beta-arrestin complementation, luminescence. P35414. inhibition, % at 20 µM;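 active = inhibition above about 40% at 20 µM, limit read from the data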;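 also: cells challenged with 10 nM apelin-13 agonist together with compound; plate controls were apelin-13 plus DMSO wells for no effect and DMSO wells lacking apelin-13 for full effect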
Target sequence (P35414 whole entry, looked up): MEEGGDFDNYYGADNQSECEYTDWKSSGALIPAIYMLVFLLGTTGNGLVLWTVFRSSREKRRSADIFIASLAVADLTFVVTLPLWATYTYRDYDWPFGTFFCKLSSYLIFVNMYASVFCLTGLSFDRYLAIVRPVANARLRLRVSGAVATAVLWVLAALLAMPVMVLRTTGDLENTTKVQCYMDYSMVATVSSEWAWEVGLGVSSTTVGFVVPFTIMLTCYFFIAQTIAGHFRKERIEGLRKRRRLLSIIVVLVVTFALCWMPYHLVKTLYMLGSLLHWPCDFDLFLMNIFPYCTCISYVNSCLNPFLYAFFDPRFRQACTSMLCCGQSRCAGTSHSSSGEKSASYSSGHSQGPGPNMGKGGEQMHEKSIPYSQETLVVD
TIM10 inh: TIM10 yeast growth inhibition | S. cerevisiae TIM10 strain growth, BacTiter-Glo luminescence, 24 h | inhibition, % at 10 µM | hit rate 1.4% among 330,000;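 active = inhibition of 40% or more at the single tested concentration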;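 also: wild-type TIM10 isogenic control strain grown at permissive 25 °C; 0% = DMSO yeast wells and 100% = minimal medium wells without yeast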
NALP3 yeast inh: blocks the NALP3 inflammasome reconstituted in yeast; Yeast reconstituted NLRP3/ASC/caspase-1, beta-gal luminescence, 24 h; inhibition, % at 10 µM; hit rate 0.39% among 330,000; AID 2825;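 active = inhibition of 50% or more; inactive = inhibition below 50%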;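 also: plate controls were induced DMSO wells for no effect and uninduced yeast grown without galactose for full effect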
MIN6 prolif: MIN6 beta-cell proliferation induction | AID 2380 | hit rate 0.29% among 330,000 | MIN6 cells proliferation, ATPlite luminescence, 48 h; cells starved in 0.2% serum; 100% = growth in 10% serum | proliferation, % at 10 µM;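 active = compounds whose signal lies at least 3.5 SD above the mean of all wells on their plate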;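 also: 0% = DMSO-treated cells in low-serum medium and 100% = 10% serum control; some compounds called inactive have numbers as strong as hits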
tim23-1 inh: growth inhibitors of tim23-1 mutant yeast. S. cerevisiae tim23-1 growth, BacTiter-Glo luminescence, 24 h. inhibition, % at 20 µM. hit rate 1.3% among 330,000. AID 463212;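 active = growth inhibition of the mutant yeast at or above 50%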;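 also: temperature-sensitive mutant grown at 25 °C; plate controls were DMSO-treated mutant yeast for no effect and medium wells lacking yeast for full effect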
APJ ag: agonists of human APJ apelin receptor. P35414. CHO-K1 APJ PathHunter beta-arrestin, luminescence; 0% DMSO wells, 100% apelin. activation, % at 20 µM. hit rate 0.11% among 330,000;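 active = activation more than six SD over the plate average, tested at 20 µM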;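 also: 0% = DMSO alone and 100% = apelin-13 at 10 nM; some results filed as inactive read as strong as hits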
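Test system – PathHunter CHO-K1 APJ (AGTRL-1) beta-arrestin reporter cells · Input – 1000 cells/well · Compound – single test compound dose, 20 µM final, 1% DMSO · Times – compound stimulation 90 min at 25 °C, detection 60 min · Technique – beta-gal luminescence · Read-out basis – APJ–arrestin association signal · Control set – negative DMSO alone, positive Apelin-13 at 10 nM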
An asterisk follows results filed as active; x = not tested or not shown.

SMILES	GRIN3A LBD mod	tim10-1 inh	MPTP inh	APJ antagonist	TIM10 inh	NALP3 yeast inh	MIN6 prolif	tim23-1 inh	APJ ag
CCN(CC)S(=O)(=O)c1ccc2oc(C(=O)NCc3ccc(C)cc3)c(C)c2c1	-4.3	16.1	0.6	6.3	12.0	11.0	-3.5	35.0	2.4
Cc1ccc(-c2nnc(SCC(=O)N(CC(C)C)c3c(N)n(Cc4ccccc4)c(=O)[nH]c3=O)n2N)cc1	-6.5	4.2	0.9	10.8	9.2	-2.8	-1.1	9.5	-0.1
COc1ccc(CN(C)CC(=O)Nc2ccc(Cl)cc2F)c(OC)c1	0.8	6.6	x	11.9	-4.0	13.8	-3.6	10.5	-3.1
COc1cc(NC(=O)CN2CCC(Cc3ccccc3)CC2)c(C)cc1[N+](=O)[O-]	-2.8	10.2	-0.5	13.4	6.8	3.8	-0.8	10.7	0.7
O=C1Nc2ccc([N+](=O)[O-])cc2OC1CCN1CCN(Cc2ccc3c(c2)OCO3)CC1 (centres undefined)	-2.8	10.7	0.8	-24.6	-12.3	10.7	-2.8	17.3	-3.3
O=C(Cc1ccc(Br)cc1)c1ccc(O)cc1O	1.4	58.2*	5.5	7.3	60.6*	33.7	-2.3	63.0*	-1.3
O=C(NC1CCCCC1)C(c1ccc(O)cc1)N(CC1CCCO1)C(=O)C1COc2ccccc2O1 (centres undefined)	-0.3	14.0	5.9	7.2	5.9	-1.4	4.3	10.6	2.6
COc1ccc(OC)c(S(=O)(=O)N2CCC(C(=O)NCc3ccccc3OC)CC2)c1	2.8	10.8	-5.1	11.4	7.3	-4.8	-1.3	5.1	-0.6
O=C(CCc1ccccc1)NC(NC(=S)Nc1cccc(Cl)c1)C(Cl)(Cl)Cl (centres undefined)	37.8*	15.7	94.3*	5.2	18.4	-5.0	-3.4	19.3	5.8
O=C(Nc1ccc(F)c(F)c1)C1CCCN1S(=O)(=O)c1ccc(F)cc1 (centres undefined)	0.3	23.1	-0.7	2.9	13.8	1.5	-3.0	18.0	-3.3
CC(C)C(NC(=O)c1ccc(C(C)(C)C)cc1)C(=O)NC1=NCCS1 (centres undefined)	-0.6	13.3	-0.8	-1.2	17.7	-0.6	-0.4	15.5	0.4
Cc1ccc(NC(=O)c2c(C)nc3ccccn23)cc1C	-1.4	19.5	-0.3	5.1	19.5	18.5	-3.3	9.1	-4.0
C[C@H](CO)N1C[C@H](C)[C@@H](CN(C)C(=O)Nc2ccccc2)Oc2ccc(NS(=O)(=O)c3ccccc3)cc2C1=O	-0.4	-3.0	-0.4	1.6	-0.8	5.6	-1.9	0.8	0.0
COC(=O)c1[nH]c2ccccc2c1NC(=O)CN1CCN(C/C=C/c2ccccc2)CC1	-0.7	-6.7	0.4	5.0	20.5	12.5	-2.5	13.0	-4.1
CCN1CCCC1CNC(=O)c1ccc(N2CCCC2=O)cc1 (centres undefined)	-1.3	9.8	-0.2	0.7	-12.9	5.2	-1.5	9.9	4.0
c1ccc(-c2nc(NCc3ccco3)c3oc4ccccc4c3n2)cc1	3.5	25.0	1.8	-2.6	25.4	18.6	-6.5	30.0	-2.6
Cc1cc(NC(=O)c2cccc(Br)c2)no1	4.8	-2.9	-0.7	9.5	4.5	40.2	-0.8	14.9	-1.3
Cn1c(SCC(=O)N2CCOCC2)nnc1-c1ccc2ncccc2c1	-1.9	-7.9	0.8	-0.2	0.0	8.0	-1.8	0.3	-0.8
CC1Cc2cc(C3(O)C(=O)c4ccccc4C3=O)ccc2N1 (centres undefined)	0.2	-3.4	-0.4	18.2	2.6	-2.9	-0.8	9.9	1.8
CCNNC(=O)C(O)(Cc1ccccc1)Cc1ccccc1	0.8	13.0	1.2	12.8	8.8	0.0	-0.3	7.2	-3.1
CN(CCOc1ccccc1)Cc1nc2cc(Cl)ccc2c(=O)[nH]1	0.0	29.3	-1.6	12.4	26.1	9.1	-0.4	1.9	-2.8
COc1ccc(C(=O)Nc2nc(C)cc(C)n2)cc1[N+](=O)[O-]	0.3	-2.4	1.4	-6.0	-8.2	6.3	0.0	-1.9	-4.2
COc1ccc(NC(=S)NC(C)Cc2cccs2)cc1 (centres undefined)	-1.4	32.3	2.9	7.7	6.0	17.1	-0.6	8.9	-3.2
O=C(NC1CCCCCCC1)c1cccc(S(=O)(=O)N2CCOCC2)c1	1.6	15.0	-0.4	7.3	0.6	0.4	-1.8	11.4	0.6
O=C(O)c1cccnc1NC1CCCC1	-1.1	-10.6	0.2	5.1	-1.5	12.4	1.7	-4.3	2.6
SMILES	GRIN3A LBD mod	tim10-1 inh	MPTP inh	APJ antagonist	TIM10 inh	NALP3 yeast inh	MIN6 prolif	tim23-1 inh	APJ ag
O=C(NCCN1CCCCC1)Nc1ccc(Br)cc1	1.6	-14.2	2.8	-18.3	-10.5	17.7	1.1	-9.2	0.3
CCC(C)NC(=O)[C@@H]1CSC2c3ccccc3C(=O)N21 (some centres undefined)	-1.8	3.5	-1.1	0.7	-2.0	14.5	2.1	8.3	1.3
COc1ccc(C2Nc3cccc4cccc(c34)N2)cc1	-8.1	24.4	6.1	-8.4	23.7	14.1	-5.9	37.6	1.3
O=C(Nc1ccc(Cl)cn1)Nc1ccccc1Cl	0.2	28.8	0.2	6.3	-3.6	21.8	1.0	-1.0	-2.4
Cc1cc(Cl)ccc1C(=O)C1CCCN(C(=O)/C=C/c2cnn(C)c2)C1 (centres undefined)	-0.4	4.6	1.4	-6.1	0.5	7.7	-0.8	17.0	-1.5
CCCn1c(CCC(=O)O)ccc1-c1ccc(F)cc1	0.7	-9.2	0.9	3.7	-4.9	-14.2	-0.1	3.9	-4.9
c1ccc(CCNc2nc3ccccc3n3nnnc23)cc1	0.3	0.4	-0.1	6.9	4.5	2.1	-0.6	10.4	-1.1
O=C1NCCCC1C(=O)N1CCN(C(c2ccccc2)c2ccccc2)CC1 (centres undefined)	-1.5	3.3	-0.6	4.5	-1.6	-4.4	0.9	-9.8	-2.4
Cc1c(-c2ccc(Cl)cc2)oc(=O)c2c(N)n(-c3ccccc3)nc12	0.4	26.5	1.4	-7.7	-14.4	12.3	-2.2	-3.7	-1.5

Compounds as they come (roughly 7.2% active in at least one column).
